# Bioassay records (PubChem BioAssay)
# XiGFP reactiv: reactivates the inactive X chromosome in mouse fibroblasts; XiGFP mouse fibroblasts, % GFP-positive cells imaging, 3 d; cells co-treated with 5-aza-dC sensitizer; scaled so ellipticine positive control = 100%; activation, % at 7.58 µM; 360,000 tested, 0.055% active;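 active = mean normalized replicate activation at least 10% and every replicate at or above 10%; inconclusive = only one of the two criteria met; inactive = mean below 10% and not all replicates reach 10%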;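 also: 0% = median of on-plate neutral control wells and 100% = ellipticine 6 µM median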
#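 Material: XiGFP fibroblasts, SV40-immortalized. Buffer or medium: DMEM plus 5-aza-dC sensitizer. Compound: single concentration per compound, delivered by pin transfer. Times: 3 days compound exposure. Controls: ellipticine 6 µM.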
# E-sel inducer: induces E-selectin expression in human endothelial cells; HUVEC E-selectin immunofluorescence imaging; normalized: neutral wells 0, TNF-alpha wells 100; activation, % at 7.58 µM; 260,000 tested, 0.37% active; AID 686992;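 active = mean E-selectin-positive cell signal at least 10% of the positive control, reached in at least 60% of replicates, without over 20% cell loss; inconclusive = no rule given, readout overlaps actives, possibly toxicity-flagged; inactive = the rest, including those meeting only one limit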;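 also: in these data hits start at about 27%; measured in HUVEC primary endothelial cells; signal is the percent of cells scored E-selectin positive by PE staining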
#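 assay system = HUVEC, human umbilical vein endothelial cells | input = 3,000 HUVEC seeded per well | medium = EGM-2 growth medium on 0.1% gelatin-coated wells | dosing = one compound dose added by pin transfer | signal = immunofluorescence imaging | read-out basis = % PE-positive cells | control set = TNF-alpha, DMSO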
# RAD54 inh: inhibitors of human RAD54 branch migration; inhibition, % at 10.4 µM; AID 602329; RAD54 Holliday junction branch migration, FAM/BHQ fluorescence; 360,000 tested, 0.14% active;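 active = mean normalized replicate activity at least 40 and at least half of replicates scoring 40 or more; inconclusive = only one of the two criteria met; inactive = mean below 40 and under half of replicates reaching 40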;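 also: 0% = median of neutral control wells and 100% = median of positive control wells; inhibitors cause a drop in the FAM fluorescence signal; in these data hits start at about 50%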
# Target sequence (Q92698 whole entry, looked up): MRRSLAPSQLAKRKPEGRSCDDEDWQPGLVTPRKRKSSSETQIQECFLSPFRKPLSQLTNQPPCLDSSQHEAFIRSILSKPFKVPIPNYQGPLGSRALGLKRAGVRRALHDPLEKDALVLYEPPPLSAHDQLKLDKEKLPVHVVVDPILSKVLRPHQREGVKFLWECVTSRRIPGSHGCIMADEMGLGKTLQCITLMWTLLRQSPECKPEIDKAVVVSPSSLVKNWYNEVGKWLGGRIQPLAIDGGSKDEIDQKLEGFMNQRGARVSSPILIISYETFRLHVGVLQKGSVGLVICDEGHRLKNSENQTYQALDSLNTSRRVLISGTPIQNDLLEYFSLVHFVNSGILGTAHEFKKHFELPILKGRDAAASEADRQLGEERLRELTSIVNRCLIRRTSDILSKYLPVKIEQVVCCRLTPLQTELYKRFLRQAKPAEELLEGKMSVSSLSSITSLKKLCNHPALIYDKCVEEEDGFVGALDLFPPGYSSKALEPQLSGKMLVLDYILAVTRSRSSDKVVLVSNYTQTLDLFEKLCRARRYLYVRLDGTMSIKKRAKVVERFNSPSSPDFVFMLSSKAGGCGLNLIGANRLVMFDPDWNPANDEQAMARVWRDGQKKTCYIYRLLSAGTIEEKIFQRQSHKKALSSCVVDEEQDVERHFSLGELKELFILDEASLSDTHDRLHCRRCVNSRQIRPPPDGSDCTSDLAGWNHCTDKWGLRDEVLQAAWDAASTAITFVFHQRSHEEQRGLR
# F508del corr: CFTR F508del correction in bronchial cells; CFBE cells, YFP halide quenching; stimulated with forskolin plus potentiator P3; % fluorescence drop versus neutral controls; activity (quench increase), % at 7.58 µM; 350,000 tested, 0.36% active; AID 720511;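 active = mean added fluorescence quench of at least 8% versus neutral control, with both replicates also reaching 8%; inconclusive = only one of the mean or replicate conditions met; inactive = mean below 8% and not both replicates reaching 8%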;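 also: cells transiently co-express mutant CFTR-F508del with the halide-sensitive YFP; corrector assay measuring rescue of mutant channel to the surface after 24 h compound exposure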
# DENV2 CPE: protects cells from dengue virus 2 cytopathic effect. CPE inhibition, % at 9.99 µM. DENV2-infected cells, cytopathic effect rescue, plate reader. 350,000 tested, 1.7% active. AID 651640; in the data active = CPE inhibition above about 20%, passing the limit was not always enough; inconclusive = no clear call, values can overlap the other calls; tested in BHK-21 cells;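 also: 0% = median of neutral control wells and 100% = median of positive control wells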
# Casp6 inh: caspase-6 (human) enzyme inhibition; 350,000 tested, 0.53% active; P55212; purified caspase-6, Z-VEID-R110 cleavage fluorescence; inhibition, % at 12.5 µM; AID 686996;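 active = mean inhibition across replicates at least about 35%, with every replicate also reaching that limit, limit read from the data; inconclusive = only one of the two criteria met; inactive = neither criterion met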;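 also: 0% = median of neutral control wells and 100% = no fluorescence left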
# Target sequence (P55212 24-179 limits assumed): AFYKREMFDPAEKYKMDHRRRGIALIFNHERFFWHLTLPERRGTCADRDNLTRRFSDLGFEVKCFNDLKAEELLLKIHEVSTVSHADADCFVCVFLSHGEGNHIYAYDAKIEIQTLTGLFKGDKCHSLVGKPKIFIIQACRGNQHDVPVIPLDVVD
# Target sequence (P55212 194-293 limits assumed): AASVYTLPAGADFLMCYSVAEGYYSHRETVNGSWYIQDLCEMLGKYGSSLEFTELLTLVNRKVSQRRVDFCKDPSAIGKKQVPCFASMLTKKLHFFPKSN
# GSIS activator: GLuc luminescence reporter in INS-1E cells, primary screen for activators of glucose-dependent secretion of insulin | INS-1E GLuc reporter insulin secretion, 2-3 h | activation, % at 16.6 µM | 370,000 tested, 0.61% active;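 active = lowest replicate activation of at least 40%, so every replicate reaches that level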;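 also: 0% = median of neutral control wells and 100% = median of IBMX positive control wells; some compounds called inactive have numbers as strong as hits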
# RAD52 inh: blocks human RAD52 DNA annealing; recombinant RAD52 DNA annealing, FRET fluorescence; inhibition, % at 18.7 µM; 360,000 tested, 0.46% active; AID 651710;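 active = every replicate showing at least 50% inhibition; inconclusive = mean inhibition at least 50% but not in every replicate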
# The depositor's hits bear a star; ? = inconclusive; . = no result given; & = joins results of further samples.
SMILES	XiGFP reactiv	E-sel inducer	RAD54 inh	F508del corr	DENV2 CPE	Casp6 inh	GSIS activator	RAD52 inh
COC(=O)[C@@]1(Cc2ccc(F)cc2)[C@H]2c3cc(C(=O)N4CCCC4)n(Cc4cc(F)cc5c4OCOC5)c3C[C@H]2CN1C(=O)c1ccccc1	0.0	-7.2	.	2.1	-6	-2	-27	-45
O=C(C[C@H]1C[C@@H]2c3cc(NC(=O)Nc4ccccc4)ccc3O[C@@H]2[C@H](CO)O1)NCc1cccnc1	-0.1	-0.3	11	-3.4	-1	.	7	.
CC1CN(C(=O)c2ccc(COc3ccccc3Cl)o2)CC(C)O1 (configuration not stated)	0.1	.	-7	-0.7	18	-2	4	-13
Cc1ccc(C)c(N2CCN(S(=O)(=O)CC34CCC(CC3=O)C4(C)C)CC2)c1 (configuration not stated)	0.0	.	-1	-2.5	2	2	.	1
COc1ccc([C@H]2CC(=O)C=C(c3ccc(C)cc3)C2)cc1OC	0.3	-0.2	-13	-1.3	15	1	-8	-8
COc1cccc(NC(=O)CN(C)C(=O)CN2C(=O)NC3(CCCC3)C2=O)c1	-0.1	-0.1	-2	2.8	4	-4	8	-10
Cc1nn(C)cc1CN(C)C(=O)c1cc(COc2ccc(F)cc2F)on1	0.4	0.4	2	0.4	.	2	9	-18
CCOc1cc(OCC)cc(C(=O)N2CCC[C@@H]2C(=O)N2CCC[C@@H]2C(=O)NCc2cccc(OC)c2)c1	0.0	-0.1	.	3.4	4	-2	5	1
COc1ccc(S(=O)(=O)Nc2ccc3c(c2)C(=O)N([C@H](C)CO)C[C@H](C)[C@H](CN(C)S(=O)(=O)c2ccc(C)cc2)OCCCC[C@H](C)O3)cc1	0.2	.	-8	3.5	-3	-3	6	-30
O=C(Nc1ccc(Oc2ccccc2)nc1)[C@H]1O[C@@H](n2ccc(=O)[nH]c2=O)[C@H](O)[C@@H]1O	.	1.4	-13	-1.0	1	1	10	-11
O=C(NN=C1CCC(=NNC(=O)c2ccccn2)CC1)c1ccccn1	0.0	.	.	-3.6	6	1	5	-49
CC(=O)Nc1cc(C)c2nc(NC(C)=O)sc2c1	-0.1	-0.6	7	-0.4	.	-5	-1	-8
O=C(CN1C(=O)CCOc2ccccc21)Nc1ccc(Cl)c(S(=O)(=O)N2CCOCC2)c1	1.8	.	1	-3.4	2	-2	-10	-14
COc1ccc(CNC(=O)CCCn2ccc3cc(S(=O)(=O)N4CCCC4)ccc32)cc1	0.1	.	-5	-2.1	4	1	2	-21
Nc1ccc(S(=O)(=O)Nc2nccc(/C=C/c3ccc([N+](=O)[O-])cc3)n2)cc1	0.3	.	8	-1.3	-5	-2	30	-10
CCCSC(=S)c1c(C)[nH]n(-c2ccccc2)c1=O	0.5	.	.	.	7	3	-36	-14
Nc1ccc(Nc2nc(-c3cc4ccccc4oc3=O)cs2)cc1	0.0	-0.3	5	-2.4	-4	0	.	-13
COc1cc2[nH]c(C(=O)N(C)Cc3ccccc3)cc2c(OC)c1OC	0.0	0.0	.	0.1	-3	2	-18	16
COc1ccc(-n2c3c(cc(C#N)c2=O)C(=O)CCC3)cc1	0.0	1.6	2	0.3	1	3	-1	-17
NC(=O)c1nsc(C(=O)N(Cc2cccnc2)C(C(=O)NCc2ccccc2)c2ccc(O)cc2)c1N (configuration not stated)	0.4	.	3	-2.9	0	0	8	-17
COc1ccc(CN2C[C@H](O)COC[C@@H]3O[C@@H](CC(=O)N(C)C)CC[C@H]32)cc1	0.0	-0.1	-4	0.3	5	-6	-6	7
CC(=O)N/C(=N\c1nc(C)cc(C)n1)Nc1ccccc1Cl	0.0	.	-12	-1.0	-4	5	2	-5
CCN1CCN(S(=O)(=O)c2c(C)cc(C)cc2C)CC1	0.3	0.7	1	0.9	-1	-2	-2	-5
COc1ccc(COC(=O)N/N=C(\C)CC(=O)Nc2ccc(Cl)cc2)cc1	-0.1	.	6	-1.6	-15	-3	-5	-27
CCNc1nc(NCC)nc(N/N=C/c2ccc(O)c(OC)c2)n1	0.0	3.2	10	0.8	8	-2	11	-15
CCn1c(SCC(=O)N(C)C2CCS(=O)(=O)C2)nnc1-c1ccccc1 (configuration not stated)	0.0	2.7	-4	3.9	-1	3	17	-10
CCCCn1c(N)c(N(C)C(=O)c2ccc(OCC3CCCO3)cc2)c(=O)[nH]c1=O (configuration not stated)	-0.1	.	14	1.2	-1	-1	8	-13
CC1(C)CC(=O)C(/C=N/n2c(C(F)(F)F)nc3ccccc3c2=O)=C(O)C1	.	.	-4	1.4	-3	0	-2	-2
Cc1noc(C)c1NC(=O)N(C)C[C@H]1OCCCC[C@@H](C)Oc2ccc(NC(=O)Nc3cccc4ccccc34)cc2C(=O)N([C@H](C)CO)C[C@@H]1C	-0.7	0.0	-5	0.7	6	.	22	.
CCCCc1nnc(NC(=O)c2ccc(-n3cncn3)c([N+](=O)[O-])c2)s1	0.0	0.2	-8	2.7	-5	3	1	10
CCS(=O)(=O)N(C)C[C@@H]1N[C@H](CO)[C@@H]1c1ccc(C2=CCCCC2)cc1	0.3	0.0	.	-5.8	-3	2	3	-31
CCC(=O)Nc1ccc2c(c1)C(=O)N(C)[C@@H]1CC[C@H](CC(=O)NC3Cc4ccccc4C3)O[C@@H]1CO2	0.0	0.0	-18	-1.4	?	-6	.	10
C[C@@H](C(=O)NC1CCN(Cc2ccccc2)CC1)N1C(=O)N2CCc3c([nH]c4ccccc34)[C@@]2(C)C1=O	.	.	-6	0.3	?	-3	-13	-2
Cc1cccc(Cn2c(N(C)Cc3ccccc3)nc3c2c(=O)[nH]c(=O)n3C)c1	0.1	0.2	-4	1.9	?	1	.	4
COc1ccc2c3c(n(C)c2c1)[C@H](CO)N(Cc1ccncc1)CC31CCN(C(=O)C2CCC2)CC1	0.4	-0.3	.	3.8	-4	-1	-4	-171
Cc1cc(NC(=S)N(Cc2cccc(Br)c2)CC2CCC(C(=O)O)CC2)ccc1Cl (configuration not stated)	0.0	3.0	.	-0.2	6	4	-11	-7
CCCOCC(O)CC(Cc1ccccc1)C(=O)NN (configuration not stated)	0.0	8.6	.	-0.6	-4	-1	-24	-12
CCCS(=O)(=O)NC(=O)C1(C)CCCN(C(=O)c2cc(C)on2)C1 (configuration not stated)	0.5	0.3	6	1.5	7	-1	-9	-3
CC(=O)NC[C@@H]1[C@H](c2ccc(-c3cccc(F)c3)cc2)[C@@H](CO)N1C(C)=O	0.0	1.9	-4	-1.2	.	.	-1	.
O=C1CN(C(=O)COc2ccc(F)cc2Cl)c2ccccc2N1	0.2	0.0	-7	-6.8	-2	1	1	-17
CCOP(=O)(c1ccc(N(C)C)cc1)C(O)c1ccncc1 (configuration not stated)	0.3	.	.	-0.2	0	-2	.	-5
C=CCn1c(SCC(=O)N(C)C)nc2sc3c(c2c1=O)CCC3	0.0	.	4	0.7	-4	-1	9	-14
CO[C@@H]1CN(C)C(=O)c2ccc(NS(C)(=O)=O)cc2OC[C@@H](C)N(C(=O)CC2CC2)C[C@H]1C	0.4	0.7	-5	-2.3	-4	.	-11	-10
Cc1cc(NC(=O)CNCC(c2ccccc2)N(C)C)c([N+](=O)[O-])cc1C (configuration not stated)	0.3	0.0	-2	-1.3	-3	1	-5	7
COc1ccc(S(=O)(=O)Nc2ccc3c(c2)CC(=O)N([C@H](C)CO)C[C@H](C)[C@H](CN(C)Cc2ccc(C(F)(F)F)cc2)O3)cc1	-1.0	0.2	6	4.9	-10	3	-5	-17
COCC(=O)N1C[C@@H](C)[C@H](OC)CN(C)C(=O)c2cc(NC(=O)c3cc(C)on3)ccc2OC[C@H]1C	0.0	-0.2	-1	-3.6	2	-1	-4	-8
Cn1nc(-c2ccccn2)nc2c(=O)n(C)c(=O)nc1-2	0.0	-0.3	61*	-16	-8	95*	15	6
CN1C(=O)c2cc(NC(=O)Nc3ccccc3)ccc2OC[C@H]2O[C@@H](CC(=O)O)CC[C@@H]21	0.3	0.1	2	.	.	.	4	.
CCCNC(=O)N1[C@H](CO)[C@H](c2ccccc2-c2ccccc2F)[C@@H]1C#N	0.1	0.1	.	0.0	-1	0	-6	-7
C[C@@H]1CN([C@@H](C)CO)C(=O)c2cc(NC(=O)Nc3ccccc3)ccc2O[C@@H](C)CCCCO[C@H]1CN(C)Cc1ccccc1	0.1	.	-2	-0.4	-23	-1	3	16

# Further entries follow:
SMILES	XiGFP reactiv	E-sel inducer	RAD54 inh	F508del corr	DENV2 CPE	Casp6 inh	GSIS activator	RAD52 inh
CCN(CC)C(=N)/C(C#N)=N/Nc1ccccc1	0.2	.	-10	-0.4	?	-2	-10	-19
N#C[C@H]1[C@H](c2ccc(C#Cc3ccc(F)cc3)cc2)[C@H](CO)N1c1nc(-c2ccccc2)cs1	0.5	-0.1	-14	-3.2	12	2	9	-45
Oc1cc(Nc2ccncc2)cc2cccnc12	0.0	0.1	11	-1.6	-21	-14	.	-39
COc1ccccc1OCc1cc(C(=O)N2CCCC(OCc3cccnc3)C2)no1 (configuration not stated)	0.1	-4.4	-8	2.6	8	-2	3	5
CC(=O)Nc1ccc2c3c(ccc([N+](=O)[O-])c13)CC2	0.0	0.1	4	-1.1	7	20	5	-14
CC1(C(=O)Nc2cccc(Oc3ccccc3)c2)CCN1Cc1ccccc1OC(F)F (configuration not stated)	-0.1	-0.1	2	-0.2	9	-1	.	-5
C/C=C/c1ccc([C@H]2[C@@H](CO)N(C(C)=O)[C@@H]2CN(CCC)C(C)=O)cc1	0.0	0.0	-5&-2	0.2&-4.1	.	.	7	.
c1ccc(CN2CCCC3CC2c2ccccc23)cc1 (configuration not stated)	-0.1	0.1	.	-1.9	0	-7	3	-17
C[C@H]1CN([C@@H](C)CO)C(=O)Cc2cc(NS(=O)(=O)c3cccs3)ccc2O[C@@H]1CN(C)Cc1ccccc1	-0.3	0.3	-7	-1.4	-8	-1	-12	9
CC(C)(C)n1nc2c(c1NC(=O)c1ccccc1F)CS(=O)C2 (configuration not stated)	0.0	0.2	-5	-0.3	5	-2	2	-7
COc1ccc2c3c(n(C)c2c1)[C@@H](CO)N(C(=O)Nc1ccc(F)cc1)CC31CN(C(=O)c2ccccc2F)C1	0.3	0.6	.	1.7	0	4	-21	10
CN(C)S(=O)(=O)c1ccc(Cl)c(NC(=O)CN2CCN(Cc3ccc4c(c3)OCO4)CC2)c1	0.2	-0.1	.	-3.3	.	-2	-1	-2
C[C@@H]1CCCCO[C@@H](CN(C)Cc2ccc(C(=O)O)cc2)[C@H](C)CN([C@H](C)CO)C(=O)c2cc(NC(=O)Cc3ccccc3)ccc2O1	-0.1	0.5	-1	0.9	-4	2	20	9
Cc1oc(=O)c(NC(=O)c2ccccc2)cc1C(N)=O	0.3	.	.	-1.0	-9	-2	6	-15
O=C(CN1C(=O)CSc2ccccc21)NC1CCCC1	.	.	4	3.6	-10	1	4	-1

# Outcome played no part in choosing rows; overall some 3.7% were active at least once.
